Screening data deposited in PubChem by National Center for Advancing Translational Sciences (NCATS).
RXFP1 antagonist = qHTS Assay for Antagonists of the Relaxin Receptor RXFP1; Relaxin receptor 1 (Homo sapiens), Q9HBX9; activity change, negative = inhibition, % at 57.5 µM; 0.59% of 350,000 active; HEK293-RXFP1, relaxin-stimulated cAMP HTRF, 30 min; hits give low values;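 active = activity change of -60% or lower, but not beyond a set lower limit; inconclusive = change between -60% and -40%, or beyond the set limit; inactive = change above -40%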; note: % is set by controls: 0 for no effect and ±100 for the full control effect
D1 potentiator = Potentiators of Human D1 Dopamine Receptor: qHTS. D(1A) dopamine receptor (Homo sapiens), P21728. HEK293 TREx D1 cells, calcium flux, dopamine EC20 potentiation. potentiation, % at 10 µM. 0.036% of 360,000 active. AID 504651, 2011; in the data active = potentiation above about 30%; note: 0% is about no effect
Target sequence (P21728 whole entry, looked up): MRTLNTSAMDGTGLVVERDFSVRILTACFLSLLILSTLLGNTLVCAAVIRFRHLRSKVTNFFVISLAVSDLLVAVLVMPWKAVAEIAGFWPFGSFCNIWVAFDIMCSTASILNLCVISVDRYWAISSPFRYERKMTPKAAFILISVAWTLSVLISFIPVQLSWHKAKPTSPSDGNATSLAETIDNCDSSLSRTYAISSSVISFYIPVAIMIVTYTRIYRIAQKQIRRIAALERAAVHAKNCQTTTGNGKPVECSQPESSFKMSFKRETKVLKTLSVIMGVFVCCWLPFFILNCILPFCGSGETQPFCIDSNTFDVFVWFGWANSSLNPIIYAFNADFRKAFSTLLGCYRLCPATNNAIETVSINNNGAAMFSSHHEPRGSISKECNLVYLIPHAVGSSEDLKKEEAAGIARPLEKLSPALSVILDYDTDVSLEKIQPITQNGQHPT
D1 ag = Allosteric Agonists of the Human D1 Dopamine Receptor: qHTS. HEK293 T-REx D1 cells, calcium flux, agonist mode. D(1A) dopamine receptor (Homo sapiens), P21728. 1% of 360,000 active. activation, % at 2 µM; in the data active = activation above about 30%; note: 0% is about no effect
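Agonism was scored from calcium flux recorded over 180 s (1 read/s) after pintool compound addition, following a 10-cycle baseline. Cells were inducible force-coupled HEK293 TREx D1, plated overnight at 30 C and loaded with no-wash calcium dye.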
RXFP1 agonist = qHTS Assay for Agonists of the Relaxin Receptor RXFP1; HEK293T-RXFP1 cAMP TR-FRET, 30 min; response scale: percent of porcine relaxin response, buffer zero; 0.3% of 370,000 active; AID 2676, 2010; Potency, µM (series often up to 57.5 µM), for the others: top-dose activation, actives largely listed as activators; note: potency is the fitted concentration of half-maximal effect; % is set by controls: 0 for no effect and ±100 for the full control effect; nearly all actives have a fitted effect of over 60% in size; many of its hits are not listed in these tables
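Agonist response is measured as cAMP accumulation in an RXFP1-transfected HEK293T line under PDE4 inhibition. Values are scaled between buffer-only and 29 nM porcine relaxin, and EC50s come from standard Hill equation fits.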
Glioma ERSR ind = qHTS for Inducers of the Endoplasmic Reticulum Stress Response (ERSR) in Human Glioma: qHTS; U87-MG GRP78 promoter luciferase reporter, 16 h; Potency, µM, for inactives: at the highest dose activation, most hits filed as activators; 0.02% of 420,000 active; note: potency is the fitted concentration of half-maximal effect; series mostly up to about 76 µM; % of control where 0% means no effect; nearly all actives have a fitted effect of over 35% in size
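Stably transfected U87-MG glioma cells carrying a GRP78-based luciferase sensor; 16 h compound incubation. Luminescence end-point read 10 min after Bright-Glo addition at room temperature.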
D2 potentiator = HTS Assay for Positive Allosteric Modulators of the Human D2 Dopamine Receptor: Primary Screen for Potentiators. HEK293 T-REx D2, calcium flux, EC20 dopamine potentiation. potentiation, % at 10 µM. 0.34% of 340,000 active. AID 485347, 2010;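 active = potentiation over 3 SD above the plate norm, cut at about 30% in these data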; note: 0% is about no effect
Target sequence (P14416 whole entry, looked up): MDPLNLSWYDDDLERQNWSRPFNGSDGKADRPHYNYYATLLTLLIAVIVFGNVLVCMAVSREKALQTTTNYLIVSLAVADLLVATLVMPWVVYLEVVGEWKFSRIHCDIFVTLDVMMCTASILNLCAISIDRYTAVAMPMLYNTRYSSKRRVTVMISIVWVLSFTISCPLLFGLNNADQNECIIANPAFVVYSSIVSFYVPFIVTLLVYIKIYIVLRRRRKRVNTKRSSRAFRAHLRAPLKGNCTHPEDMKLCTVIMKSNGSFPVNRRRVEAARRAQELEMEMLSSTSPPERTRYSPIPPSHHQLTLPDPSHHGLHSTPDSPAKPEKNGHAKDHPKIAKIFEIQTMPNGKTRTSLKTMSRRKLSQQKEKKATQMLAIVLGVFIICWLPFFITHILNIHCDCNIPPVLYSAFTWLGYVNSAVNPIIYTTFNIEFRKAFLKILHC
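Potentiation of an EC20 dopamine calcium response measured kinetically over 180 s, after a preceding 180 s compound-only read flagging agonists. Cells: inducible Hek293 Trex D2 line, 4000/well, cultured overnight at 30 C before dye loading.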
Vif-APOBEC3G blk = qHTS for Inhibitors of Vif-A3G Interactions: qHTS. HeLa A3G-eYFP + Vif (tagged APOBEC3G with the HIV-1 protein that degrades it), YFP fluorescence, overnight. Potency, µM (doses to about 46.1 µM), without a hit: top-dose activity, negative = active, actives largely listed as inhibitors. 0.076% of 410,000 active. AID 602310, 2012. DNA dC->dU-editing enzyme APOBEC-3G (Homo sapiens), Q9HC16;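 note: potency is the fitted concentration of half-maximal effect; % is set by controls: 0 for no effect and ±100 for the full control effect; nearly all actives have a fitted effect of over 60% in size; hits raise eYFP signal because A3G escapes Vif-driven loss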
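HeLa cells stably expressing Vif and C-terminally eYFP-tagged A3G, seeded overnight at 37 deg C, then exposed to compound by pintool overnight at 37 deg C. Rise in yellow fluorescence (Ex 488/Em 500-530, Acumen) marks blocked Vif-driven A3G degradation.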
D1 antag = Antagonist of Human D 1 Dopamine Receptor: qHTS; HEK293 TREx D1 cells, calcium flux, dopamine EC80; hits give low values; activity change, negative = inhibition, % at 10 µM; 3.2% of 360,000 active; AID 504652, 2011; in the data active = activity change below about -30%; note: % is set by controls: 0 for no effect and ±100 for the full control effect
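Cells carrying a force-coupled, tetracycline-inducible human D1 receptor report calcium flux. Each well gets a 10 s baseline, compound with 180 s monitoring, then an EC80 dopamine stimulus with a second 180 s kinetic read.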
Vif-A3F inh = qHTS for Inhibitors of Vif-A3F Interactions: qHTS | HeLa A3F-eYFP + Vif (tagged APOBEC3F with the HIV-1 protein that degrades it), YFP fluorescence increase | Potency, µM (titrated, usually from 46.1 µM), without a hit: top-dose activity, negative = active | 0.2% of 390,000 active; note: potency is the fitted concentration of half-maximal effect; % of control where 0% means no effect; nearly all actives have a fitted effect of over 65% in size
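HeLa cells stably expressing Vif plus C-terminally eYFP-tagged A3F were seeded, incubated overnight at 37 deg C, dosed with compound, incubated overnight again at 37 deg C. Yellow fluorescence (Ex 488/Em 500-530) reported blocked Vif-mediated A3F-eYFP degradation.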
The depositor's hits bear a star; u = inconclusive; x = not tested or not shown. Unless noted, calls come from the whole dose curve; as a rule, active = well fitted curve in the direction sought with a large enough effect; inconclusive = small, poorly fitted or top-dose-only effect, or another doubt; inactive = no such curve, though single readings can be large; an effect the other way counts as inactive or inconclusive. These rows are one share of the data; count on the stated rates, not on these rows.

SMILES	RXFP1 antagonist	D1 potentiator	D1 ag	RXFP1 agonist	Glioma ERSR ind	D2 potentiator	Vif-APOBEC3G blk	D1 antag	Vif-A3F inh
CCc1cccc(C)c1NC(=O)c1cc(S(=O)(=O)NCc2ccccc2Cl)ccc1F	-14	10	11	0.5%	-5%	-7	-1%	90	3%
CCC(CC)CN1C(Nc2ccccc2)=NC[C@@H]1C	x	-5	1	-0.2%	-6%	2	1%	-15	-7%
Cc1c(C)n(Cc2ccccc2)c2ccc(C(=O)NC(C)c3ccccc3)cc12 (stereo not drawn)	-8	-8	3	-2.3%	2%	-1	0%	0	7%
O=C(CCC(=O)c1ccc[nH]1)c1ccc(Cl)cc1	-5	-15	9	-0.2%	-4%	19	-3%	13	-1%
COc1ccc(NC(=O)CN(C)C(=O)CCCSc2nc3ccccc3[nH]2)cc1	-18	-4	2	1.1%	-5%	1	-7%	6	6%
Cc1ccc(Cn2nnc3c(=O)[nH]c(C4CCN(S(=O)(=O)Cc5ccccc5)CC4)nc32)cc1	-5	6	4	-2.2%	3%	1	3%	0	-2%
C=CCNc1nc2c(c(=O)[nH]c(=O)n2C)n1CCCc1ccccc1	x	0	3	0.2%	-1%	-5	-1%	0	-1%
CCOc1cc(S(=O)(=O)N2CCCCC2)ccc1Cl	-4	-1	1	4.2%	-1%	6	-5%	-4	-4%
COc1cc(/C=C2/SC(=S)N(Cc3ccccc3)C2=O)ccc1OCC(=O)O	-6	-7	18	1.1%	1%	-6	-5%	7	-5%
c1ccc2[nH]c(CSc3nc4ccccc4s3)nc2c1	17	-6	11	2.7%	-1%	9	-10%	-17	x
COc1ccc(C(=O)OCC(=O)c2c[nH]c3ccccc23)c(OC)c1	-9	x	x	x	2%	x	0%	x	2%
COc1ccc(/C=C/C(=O)c2sc(-c3ccc(Cl)cc3)nc2C)cc1	x	7	7	2.4%	x	11	x	-21	x
O=C(NC1CC1)C1=C[C@@H](c2ccccc2)C[C@@H](OCc2ccc(CO)cc2)O1	x	-1	4	1.9%	-3%	-3	-3%	8	-1%
CCOc1ccc(NC(=O)C[n+]2ccccc2)cc1	-2	-8	2	-1.6%	-4%	-2	-1%	-5	-8%
CCOc1nc(NC(=O)NS(=O)(=O)Oc2ccccc2)nc(-c2ccccc2)n1	x	-3	0	3.1%	2%	1	3%	5	-3%
Cc1ccccc1C(=O)NC(=S)N(C)CCc1ccccn1	1	-4	2	-0.2%	-8%	3	-2%	1	u
COc1ccc(CNc2nc(-c3cccnc3)nn2C(=O)c2cccs2)cc1	0	-2	8	-2.2%	0%	4	2%	7	0%
CCOc1ccc(OCCC(=O)OCC(=O)NCc2ccccc2)cc1	-2	-3	1	2.5%	1%	5	0%	-7	-9%
COc1ccc(OCC(=O)NC(=O)c2ccccc2)c([N+](=O)[O-])c1	-6	-7	3	3.1%	-3%	-4	6%	7	2%
O=C(CCN1C(=O)/C(=C/c2ccco2)SC1=S)Nc1ccc(O)cc1C(=O)O	-9	-3	1	0.1%	-4%	4	-2%	-15	10%
COc1cc(/C=N/NC(=O)CCc2ccccc2)ccc1O	-8	-6	5	-3.0%	-1%	7	-5%	11	-5%
COc1ccc(CCNC(=O)Cn2c(=O)c3sccc3n(CC(=O)Nc3cccc(C(F)(F)F)c3)c2=O)cc1OC	8	1	1	0.4%	-2%	17	-5%	-14	-1%
CN(C)S(=O)(=O)c1ccc(C(=O)N2CCN(S(=O)(=O)c3ccc4c(c3)OCCO4)CC2)cc1	-10	x	x	x	-5%	x	-4%	x	-11%
Cn1cnc2cc(OC(=O)c3ccccc3)ccc21	-9	-4	4	3.4%	0%	7	1%	-3	-11%

Profiles as entered above. Order of screens: RXFP1 antagonist, D1 potentiator, D1 ag, RXFP1 agonist, Glioma ERSR ind, D2 potentiator, Vif-APOBEC3G blk, D1 antag, Vif-A3F inh
`O=C(CCN1C(=O)/C(=C/c2ccco2)SC1=S)Nc1ccc(O)cc1C(=O)O` across the screens: -9, -3, 1, 0.1%, -4%, 4, -2%, -15, 10%
`CCOc1nc(NC(=O)NS(=O)(=O)Oc2ccccc2)nc(-c2ccccc2)n1` across the screens: x, -3, 0, 3.1%, 2%, 1, 3%, 5, -3%
`CCC(CC)CN1C(Nc2ccccc2)=NC[C@@H]1C` across the screens: x, -5, 1, -0.2%, -6%, 2, 1%, -15, -7%

Remaining list, next part.
SMILES	RXFP1 antagonist	D1 potentiator	D1 ag	RXFP1 agonist	Glioma ERSR ind	D2 potentiator	Vif-APOBEC3G blk	D1 antag	Vif-A3F inh
O=C(C1=C(O)C(=O)N(c2nccs2)C1c1ccccc1)c1cc2ccccc2o1 (stereo not drawn)	9	0	107*	16µM*	4%	9	-21%	-14	u
Cc1ccc2cccc(OCC(=O)NCCC3=CCCCC3)c2n1	-15	x	x	x	-1%	x	-4%	x	-5%
CC(=O)n1nc(-c2ccc(C)cc2)nc1NCc1ccc(F)cc1	8	-4	4	3.3%	2%	8	-3%	1	-3%
COc1ccccc1/C=C1\SC(=S)N(CCC(=O)NC2=NCCS2)C1=O	-15	7	1	0.0%	-13%	-2	-2%	-7	u
O=c1oc2ccccc2c2c1nc(C(F)(F)F)n2-c1ccccc1	-9	-2	6	-0.8%	-3%	-5	-12%	-2	-13%
CC1(OC(=O)C2CCCC2)C(=O)C=C2C=C(c3ccsc3)N(CC3CC3)C=C2C1=O (stereo not drawn)	x	-3	8	1.1%	-3%	7	0%	-33*	-6%
Cc1ccc(NC(=O)CCc2nnc3n(C)c(=O)c4sccc4n23)cc1C	x	1	-1	13%	-1%	8	0%	8	-1%
Cc1ccc(CNC(=O)c2cc(C)nc3c2c(C)nn3-c2ccc(C)cc2)cc1	2	-4	4	0.5%	0%	-3	-1%	5	0%
COc1ccc(C(=O)NC(=S)NCCO)cc1Br	-12	-1	0	4.2%	1%	10	1%	3	-2%
O=C(CCS(=O)(=O)c1ccc(Br)cc1)Nc1ccc(F)cc1F	-5	-6	1	-0.9%	-3%	7	0%	11	-1%
COc1cc(Cl)c(C)cc1NC(=O)c1cnc(N2CCOCC2)c2ccccc12	-7	-3	2	-1.6%	-3%	-8	-4%	-9	0%
O=c1[nH]c(C2CCN(S(=O)(=O)c3ccc(F)cc3)CC2)nc2c1nnn2Cc1ccc2c(c1)OCCO2	-2	-1	4	-0.2%	-6%	4	-11%	-10	4%
O=C(NNC(=O)C1[C@H]2CCCC[C@@H]12)c1ccc(=O)oc1 (stereo partly drawn)	-26	-3	7	-0.1%	2%	-1	-3%	1	0%
COc1ccc(Cn2c(=O)[nH]c3cc(C(=O)NCCCN4CCCC4=O)ccc3c2=O)cc1	-4	-4	4	0.5%	-2%	-10	2%	18	4%
COc1ccc(OC)c(NC(=O)Cn2cc(S(=O)(=O)c3ccccc3)c(=O)c3cc(C)ccc32)c1	x	-1	4	0.1%	-1%	-24	-2%	1	3%
CN(Cc1nccn1C)C(=O)c1cc(COc2cccc(C(F)(F)F)c2)on1	-3	-7	10	1.7%	8%	-8	6%	-5	-1%
S=c1[nH]nc(-c2ccc3ccccc3n2)n1-c1ccc2c(c1)OCCO2	-24	-1	1	-7.5%	-2%	13	1%	-4	-14%
CCSC1=C(C#N)C(c2ccc3c(c2)OCO3)C2=C(CCCC2=O)N1 (stereo not drawn)	-9	-4	6	2.5%	-5%	-25	-7%	0	0%
CCCc1cc(=O)oc2cc(OCc3nn[nH]n3)ccc12	-9	-4	2	0.9%	-7%	26	1%	-13	7%
COc1ccccc1Nc1c([N+](=O)[O-])cncc1[N+](=O)[O-]	16	-9	0	-0.8%	-4%	19	-12%	-10	-14%
COc1ccc(OCCCCN(C)Cc2ccccc2)cc1	-2	0	3	0.4%	-5%	3	1%	0	1%
CCC(=O)N1CCc2cc(Br)cc(S(=O)(=O)N(C)c3ccc(OC)cc3OC)c21	-7	0	5	1.4%	-4%	3	-27%	-7	-1%
CCC(=O)NC(=S)Nc1ccccc1C(F)(F)F	-4	x	x	x	-2%	x	0%	x	0%
COc1cc(NC(=O)c2ccccc2)c(OC)cc1NC(=O)CN1CCOCC1	-11	-2	2	0.6%	-7%	-4	0%	-7	0%
COc1ccc(C#Cc2cnc3c(c2)C(=O)N([C@H](C)CO)C[C@@H](C)[C@H](CN(C)C(=O)CN(C)C)O3)cc1	0	x	x	x	0%	x	0%	x	2%
CCOc1ccc(CCNC(=O)CCc2c(C)nc3c4c(C)cc(C)nc4nn3c2C)cc1	10	-3	-1	-2.2%	x	15	x	-36*	x
COCC(=O)NNC(=S)Nc1cccc(C)c1C	-36	6	0	-0.5%	-3%	-5	1%	-6	-3%
Cc1cc(C)c(S(=O)(=O)N2CCN(C(=O)c3ccc(-n4cncn4)c([N+](=O)[O-])c3)CC2)c(C)c1	-10	-2	3	-0.2%	-2%	-2	1%	-3	-9%
Cc1ccccc1N(C(=O)Cn1nnc(-c2cccs2)n1)C(C(=O)NCCC(C)C)c1ccco1 (stereo not drawn)	-8	-9	2	1.4%	-1%	x	-5%	11	-8%
C=CCn1c(SCc2csc(C)n2)nc2sc3c(c2c1=O)CCC(C)C3 (stereo not drawn)	-11	4	1	2.5%	-6%	6	-18%	0	-2%
Cc1ccnc(N2CCC(C(=O)Nc3ccc(Oc4ccccc4)cc3)CC2)n1	6	-3	1	-3.4%	-2%	-7	-3%	2	-16%
Cc1ccc2nc(/C(C#N)=C/c3ccc(-c4cccc(Cl)c4)o3)[nH]c2c1	x	1	277*	7.6%	3%	-20	7.9µM*	1	3.2µM*
CC1CCCC(C)N1S(=O)(=O)c1ccc(NC(=O)CNCC2CCCO2)cc1 (stereo not drawn)	-3	-6	1	1.5%	-2%	11	-1%	0	2%
CCCOc1cccc(-c2nnc(NC(=O)c3ccco3)s2)c1	-5	2	4	12%	1%	-4	u	-14	-16%
